Assay outcomes: PubChem, several laboratories
Tat transport: E. coli Tat export inhibitors, primary screen, MC4100, TorA-mCherry reporter, fluorescence, single point | inhibition, % at 10 µM | actives 0.036% (n = 340,000);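 active means mean replicate inhibition at least 50% and at least half of replicates individually reaching 50%; inconclusive means only one of the two criteria met; inactive means neither criterion met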;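 further: exported cargo escapes ClpAP degradation while cytoplasmic cargo is degraded and loses fluorescence; 0% = median of neutral control wells and 100% = median of NaSCN control wells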
cardiac RTF act: cardiac RTF calcium sensitivity activators, primary screen, biochemical, IANBD-TnC fluorescence, EC20 calcium; IANBD-labeled TnC RTF fluorescence at EC20 calcium; 0% EC20 calcium, 100% full calcium; activation, % at 7.2 µM; actives 0.24% (n = 340,000);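 active means activation above the mean over all tested compounds plus 3 SD, cut at about 30% in these data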;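 further: rise in fluorescence read as greater calcium sensitivity of cardiac thin filaments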
MITF act: activators of MITF-driven TRPM1 promoter reporter, primary screen, cell-based, SK-MEL-5, luciferase, single point; activation, % at 12.5 µM; actives 0.75% (n = 300,000); SK-MEL-5 TRPM1-promoter luciferase, 24 h; % of positive control, neutral wells = 0;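 active means mean activation of at least 80% with every replicate also reaching 80%; inconclusive means mean reaches 80% but some replicate falls short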;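 further: 0% = neutral control wells and 100% = parthenolide positive control wells; values of inactives mirror those of a sister screen read the other way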
CAL PDZ FP-1: untagged CAL PDZ binding inhibitors, primary screen, biochemical, fluorescence polarization, HTS; Golgi-associated PDZ and coiled-coil motif-containing protein (Homo sapiens), Q9HD26; purified CAL PDZ, TMR-peptide fluorescence polarization, 1 h; inhibition, % at 24.9 µM; actives 0.92% (n = 300,000); AID 602252, 2012;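 active means mean inhibition of at least 30% with at least half of replicates also reaching 30%; inconclusive means no clear call, values can overlap the other calls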;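 further: 0% = DMSO neutral control and 100% = excess unlabeled competitor peptide PRC23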
Rtt109 Vps75: inhibitors of C. albicans Rtt109/Vps75 HAT, primary screen, biochemical, ThioGlo CoA-SH fluorescence, plate reader; Histone acetyltransferase RTT109 (Candida albicans (strain SC5314 / ATCC MYA-2876)), …; purified Rtt109/Vps75, 4 h; inhibition, % at 34.9 µM; actives 0.16% (n = 330,000);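 active means inhibition of at least 50% in every replicate; inconclusive means best replicate reaches 50% inhibition but some replicates fall short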
Target sequence (Q5AAJ8 whole entry, looked up): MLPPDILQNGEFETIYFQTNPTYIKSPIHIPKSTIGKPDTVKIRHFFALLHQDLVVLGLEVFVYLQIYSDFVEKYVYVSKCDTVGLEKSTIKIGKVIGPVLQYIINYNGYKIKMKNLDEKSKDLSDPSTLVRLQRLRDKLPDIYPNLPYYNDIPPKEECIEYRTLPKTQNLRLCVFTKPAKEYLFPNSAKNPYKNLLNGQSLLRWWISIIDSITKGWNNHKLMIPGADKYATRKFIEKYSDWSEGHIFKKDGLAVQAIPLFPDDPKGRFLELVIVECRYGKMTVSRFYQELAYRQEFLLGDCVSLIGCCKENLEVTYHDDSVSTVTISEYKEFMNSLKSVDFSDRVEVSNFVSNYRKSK
Wnt bcat act: Wnt/beta-catenin pathway activators, primary screen, cell-based, plate reader, single point; Wnt/beta-catenin reporter cell assay, activator; activation, % at 9.35 µM; actives 1.2% (n = 300,000); in the data active means activation above about 30%, passing the limit was not always enough; inconclusive means no clear call, values can overlap the other calls;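 further: 0% = neutral control wells and 100% = positive control wells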
V-ATPase pH: regulators of yeast V-ATPase proton pumping, primary screen, pHLuorin cytosolic pH fluorescence | S. cerevisiae | response, % at 10 µM | actives 0.37% (n = 350,000) | AID 504577, 2011; in the data active means response mostly above about 7.3%, no sharp cut-off; inactive means mostly below about 5.4%; further: actives read high; inactives centre near 0; some compounds called inactive have numbers as strong as hits
dFosB activator: activators of delta FosB homodimer, primary screen, biochemical, fluorescence polarization, TAMRA-CDK5 oligo, single point. purified delta FosB; percent of positive-control signal above neutral wells. activation, % at 25 µM. AID 493131, 2011. actives 0.99% (n = 340,000);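 active means mean activation above about 17%, with every replicate also reaching it, limit read from the data, passing the limit was not always enough; inconclusive means only one of the two conditions met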;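 further: fluorescence polarization rise as delta FosB binds a TAMRA Cdk5 AP-1 oligo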
CAL PDZ FP-2: CAL PDZ peptide-binding inhibitors, primary screen, biochemical, fluorescence polarization, Cer-tagged CAL PDZ, HTS; actives 0.02% (n = 330,000); AID 504414, 2011; inhibition, % at 20 µM; purified CAL PDZ, TMR-peptide fluorescence polarization, 1 h; Golgi-associated PDZ and coiled-coil motif-containing protein (Homo sapiens), Q9HD26;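 active means highest replicate inhibition of at least 40%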;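 further: plate controls were DMSO neutral control wells for no effect and unlabeled competitor peptide control wells for full effect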
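material = purified tagged CAL PDZ domain construct (CerCALP) | buffer or medium = sodium phosphate/NaCl buffer pH 7.4 with TCEP, IgG, Thesit | reagent = TMR-labelled reporter peptide T*-PRC34 bound in PDZ groove | incubation = 1 h room-temperature incubation prior to read | measured by = fluorescence polarization (mP) | evaluation = percent inhibition from loss of millipolarization | control set = unlabelled peptide and DMSO controls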
CDK5 inh: inhibitors of human CDK5/p35 kinase, primary screen, biochemical, single concentration | Cyclin-dependent kinase 5 (Homo sapiens) + Cyclin-dependent kinase 5 activator 1 (Homo … | Recombinant CDK5/p35, ADP-Glo luminescence, 60 min | inhibition, % at 10 µM | actives 0.01% (n = 330,000);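 active means highest replicate inhibition of at least 50% and at least 75% of replicates reaching 50%; inconclusive means only one of the two criteria met; inactive means both criteria failed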;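 further: plate controls were DMSO neutral control for no effect and GW8510 at 10 µM for full effect; many of its hits are not listed in these tables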
Target sequence (Q00535 whole entry, looked up): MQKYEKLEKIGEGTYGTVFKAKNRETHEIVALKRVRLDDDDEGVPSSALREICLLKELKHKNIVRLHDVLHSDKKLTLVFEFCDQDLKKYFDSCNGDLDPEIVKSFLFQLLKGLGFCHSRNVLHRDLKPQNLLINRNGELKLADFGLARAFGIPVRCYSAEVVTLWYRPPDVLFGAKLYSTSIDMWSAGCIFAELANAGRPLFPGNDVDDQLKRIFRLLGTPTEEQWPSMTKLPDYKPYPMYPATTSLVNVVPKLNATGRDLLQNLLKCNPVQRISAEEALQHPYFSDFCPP
Target sequence (Q15078 whole entry, looked up): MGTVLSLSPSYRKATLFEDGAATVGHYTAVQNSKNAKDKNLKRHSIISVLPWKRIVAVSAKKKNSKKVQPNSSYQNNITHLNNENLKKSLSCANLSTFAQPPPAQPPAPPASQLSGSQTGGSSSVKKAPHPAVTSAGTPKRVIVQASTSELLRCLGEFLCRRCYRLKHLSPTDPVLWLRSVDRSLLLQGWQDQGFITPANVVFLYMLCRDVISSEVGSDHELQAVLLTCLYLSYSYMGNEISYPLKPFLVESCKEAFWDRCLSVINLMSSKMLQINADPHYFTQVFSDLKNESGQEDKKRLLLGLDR
Active calls of the source: *; ? = inconclusive; nt = no result given.

SMILES	Tat transport	cardiac RTF act	MITF act	CAL PDZ FP-1	Rtt109 Vps75	Wnt bcat act	V-ATPase pH	dFosB activator	CAL PDZ FP-2	CDK5 inh
CCC(OC(=O)c1ccco1)C(=O)NC1CCCC1 (stereo unspecified)	-4	-5	-2	-4	4	-2	0	-2	-1.9	-0.6
C/C(CCc1ccccc1)=N\NC(=O)COc1ccccc1C	-4	4	-2	0	-33	-1	3	4	nt	-1.0
CC(CC(=O)Nc1ccccc1)NCCCN1CCCC1=O (stereo unspecified)	-6	-2	-2	1	-21	1	1	-6	-0.8	-1.6
C(=NOCc1ccccc1)c1cccnc1	-4	-10	52	-1	-1	28	-3	0	0.3	-0.7
CCSc1ccccc1C(=O)Nc1ccc(S(=O)(=O)NC(C)=O)cc1	0	-6	1	0	-6	-2	0	5	-2.4	-0.1
Cn1nnc(NC(=O)c2ccc(C(C)(C)C)cc2)n1	-8	5	nt	-2	-7	nt	0	7	-1.4	2.1
CCC(C)(C(=O)NC1CCCCC1)N(C(=O)CNC(C)=O)c1c(C)n(C)n(-c2ccccc2)c1=O (stereo unspecified)	-3	-8	6	2	-2	-2	-2	4	-2.3	-1.1
Cc1cccc(NC(=O)NN2CCN(C)CC2)c1C	-2	0	-5	3	-7	2	1	-8	-1.6	-1.1
COc1ccc(NC(=O)CNCc2ccc(Cl)cc2)cc1S(=O)(=O)N1CCOCC1	-7	4	3	16	12	-4	0	-7	0.2	0.4
COc1ccc(NC(=O)c2nc3nc(C)cc(C(F)F)n3n2)cc1OC	3	1	nt	-1	0	0	5	-1	-0.4	-2.7
CCOc1ccc(CCN2C(=S)N([C@@H](CC(C)C)CN3CCCC3CN3C(=S)NC[C@@H]3Cc3ccc(O)cc3)C[C@@H]2Cc2ccccc2)cc1 (stereo partly specified)	5	5	-6	-1	3	-9	1	65*	0.5	-7.4
COc1ccc(NC(=S)NC2CC3CCC(C2)N3Cc2ccco2)cc1 (stereo unspecified)	12	10	14	nt	4	-1	0	-5	-1.2	-4.6
COc1ccc(CCN2CCCC(CN(C)Cc3cc(OC)ccc3OC)C2)cc1 (stereo unspecified)	-3	1	nt	2	2	1	6	-2	-0.9	-0.6
COc1cc(NC(=O)C2CCN(c3cnccn3)CC2)cc(OC)c1OC	3	0	2	14	14	-3	3	-2	-1.7	0.8
CC(C)(C)NC(=O)COC(=O)c1ccc(F)cc1Cl	-5	7	27	1	1	0	0	3	0.0	0.1
Fc1cccc(-c2n[nH]c(=S)n2-c2ccccc2)c1	9	10	-2	4	-3	19	0	-2	0.2	1.3
CC(Oc1ccc2c3c(c(=O)oc2c1)CCC3)C(=O)NCc1cccnc1 (stereo unspecified)	-5	4	1	-2	5	1	0	-8	-2.7	2.1
COc1ccc(CCN2C(=O)N[C@@H](C(C)C)C2=O)cc1	8	-4	-5	-2	-3	1	2	3	0.2	-0.8
COCc1ccc(C(=O)NCC2(N3CCCCC3)CCCCC2)cc1	-10	-1	6	-3	-2	1	-1	3	-0.9	-0.2
COc1ccc(/C=N/Nc2nc(C)cc(=O)[nH]2)cc1OC	-12	1	6	-4	12	3	1	2	-3.8	0.8
Cc1ccc(S(=O)(=O)N2CCOCC2)cc1C(=O)N1CCN(S(=O)(=O)c2cccs2)CC1	-2	-3	1	3	5	-5	-3	-8	0.5	-6.2
Fc1ccc(CN2CCN(C(c3ccccc3)c3ccccc3)CC2)cc1	-1	-3	nt	-4	5	-6	-2	0	-0.4	-1.1
O=C(OCC(=O)N1CCCCC1)c1ccc2c(c1)C(=O)N(Cc1ccco1)C2=O	-9	-1	6	nt	5	-1	1	-6	-0.6	1.5
Cc1[nH]c(=S)[nH]c(=O)c1CCCO	-7	-4	14	-3	8	-1	-2	-2	-1.7	0.3
O=C(c1ccccc1)N1CCN(C(=S)NCc2ccco2)CC1	-3	-3	3	2	8	-1	-1	1	-0.4	-1.2

(continued)
SMILES	Tat transport	cardiac RTF act	MITF act	CAL PDZ FP-1	Rtt109 Vps75	Wnt bcat act	V-ATPase pH	dFosB activator	CAL PDZ FP-2	CDK5 inh
COCCN(C(=S)Nc1cccc(C)c1C)C(C)c1ccco1 (stereo unspecified)	0	4	-2	1	-14	-2	3	-10	0.2	1.5
COc1ccccc1C(=O)Nn1cnc2ccccc2c1=O	2	-6	37	-2	nt	16	-4	2	-2.2	-0.1
O=C(CN1C(=O)NC2(CCc3ccccc32)C1=O)NCC(=O)Nc1ccc(F)cc1 (stereo unspecified)	-1	3	-6	0	0	2	2	-1	-3.1	-2.4
Cc1cc(C(F)F)n2nc(C(=O)NCc3ccccc3F)nc2n1	-1	1	6	0	1	1	0	-3	nt	-0.2
COc1ccccc1C=C1SC(=S)NC1=O	-8	-5	-8	0	13	-6	-1	-7	-0.3	2.1
COc1nc(-c2ccccc2)ccc1-c1noc(-c2ccccc2)n1	-4	-1	58	-3	1	-5	3	-8	-1.2	1.3
COc1ccc(S(=O)(=O)NC2CCCCCC2)c(OC)c1	12	-2	-3	-1	-8	2	1	-3	-4.7	-0.6
Cc1ccc(C)c(Cn2nnc3c(=O)[nH]c(C4CCCN(C(=O)C5CCC5)C4)nc32)c1 (stereo unspecified)	2	-1	-5	1	10	-1	-2	1	-1.3	1.9
O=C(O)CN1C(=O)C(=O)N(Cc2ccc(Cl)c(Cl)c2)C1=O	-6	3	10	nt	-3	-1	0	1	0.9	-1.1
O=C(N=C1SCC(=O)N1c1ccccc1Cl)c1ccco1	-4	0	67	-2	8	1	2	4	-1.0	-0.1
Cc1ccccc1OCCC(=O)Nc1cc(S(=O)(=O)N2CCCCC2)ccc1N1CCN(C)CC1	-4	18	-12	nt	10	1	-1	5	-0.3	-0.4
COCC(=O)Nc1ccccc1-c1ccccc1	-4	2	-12	-6	-2	4	-4	2	1.0	1.0
CCOC(=O)C1=C(C)N(CCCCCC(=O)O)C(=O)NC1c1ccc(Br)cc1 (stereo unspecified)	-8	7	6	-1	11	1	-1	3	-0.4	-0.5
COc1cc(/C=N/NC(=O)c2ccc(O)cc2)ccc1OCC(=O)Nc1cccc([N+](=O)[O-])c1	-1	0	66	2	-2	-1	1	9	0.6	0.0
COC(=O)C(NC(C)=O)(Nc1cc(C)ccn1)C(F)(F)F (stereo unspecified)	1	-4	-9	-2	3	1	-11	-5	-1.1	-1.0
Cc1ccc(C)c(NC(=O)CCC(=O)NNC(=O)c2cccc([N+](=O)[O-])c2)c1	-3	-1	2	nt	4	nt	-1	-10	-0.8	-3.3
CC1=C(C)NC(=S)SC1	0	2	-7	-1	-8	nt	3	0	0.1	0.2
O=S1(=O)CCC(NC(=S)NC2CCS(=O)(=O)C2)C1 (stereo unspecified)	-3	-1	2	0	-19	-1	7	1	-0.2	-1.0
Cc1noc(C)c1COC(=O)CNC(=O)c1ccc(Cl)cc1	4	-2	10	5	1	1	1	6	18	0.3
CC1CCC(n2c(=S)[nH]c3ccccc3c2=O)CC1 (stereo unspecified)	-4	4	-6	-3	-5	nt	0	-1	0.0	0.0
CCOc1cc(S(=O)(=O)N2CCCCC2)ccc1F	11	-11	-2	-2	5	-4	1	-12	0.3	-0.2
N/C(=N\N=C/c1ccc(F)cc1)N/N=C\c1ccc(F)cc1	-8	-4	nt	0	4	-1	2	26*	-6.3	0.8
COc1ccc(N(C)S(=O)(=O)c2cccc(C(=O)OCC(=O)N(C)c3ccccc3)c2)cc1	3	-5	-7	-4	3	-1	0	-4	8.6	-0.4
Cc1[nH]c(C)c(S(=O)(=O)N2CCCCC2C)c1C(=O)N1CCCC1 (stereo unspecified)	2	3	2	-4	-3	-1	-4	2	-1.1	1.3
COc1cccc(C(=O)NN2CCOCC2)c1	1	-1	-8	3	16	-1	1	-9	0.6	2.1

Additional structures
SMILES	Tat transport	cardiac RTF act	MITF act	CAL PDZ FP-1	Rtt109 Vps75	Wnt bcat act	V-ATPase pH	dFosB activator	CAL PDZ FP-2	CDK5 inh
CCCC(=O)NC(Nc1cccc(C(F)(F)F)c1)C(Cl)(Cl)Cl (stereo unspecified)	-1	-1	-10	0	-5	nt	3	-9	0.3	-0.2
CC1Cc2ccccc2N1CC(=O)NC(=O)NCc1ccco1 (stereo unspecified)	-7	4	0	nt	6	nt	4	-10	0.0	-2.4
COC(=O)c1ccc(COc2ccccc2/C=N/NS(=O)(=O)c2ccccc2)cc1	-2	-1	13	nt	8	0	2	9	0.9	-4.4
Cc1cc2nc(-c3ccc(=O)[nH]c3)n(Cc3ccccc3)c2cc1C	-2	6	-2	-2	-3	0	-3	-3	nt	0.6
O=C(N/N=C1\CCCc2ccccc21)c1ccccc1Cl	9	-1	65	nt	-13	5	4	4	-0.6	-0.8
Nc1c(C(=O)c2ccc(Cl)cc2)oc2ccccc12	-10	9	20	2	24	nt	-1	6	-2.5	-0.7
C[C@]12C(=O)N(c3ccc(C(F)(F)F)cc3)C(=O)N1[C@H]1c3ccccc3OC[C@@H]1[C@H]2c1ccccc1	-3	5	11	-2	0	-8	1	-5	-1.1	0.4
C/C(=N\N)c1c(-c2ccccc2)c2cc(Br)ccc2[nH]c1=O	10	5	6	-1	7	nt	-2	-5	-2.9	0.2
COC(=O)Cc1c(C)c2ccc(OC(C)C)cc2oc1=O	-2	10	44	3	-2	?	2	-7	-2.4	-4.6
O=C(/C=C/c1ccccc1)N/C(=C/c1ccccc1)C(=O)Nc1ccc(C(=O)O)cc1	-1	8	8	nt	7	-2	5	3	-1.3	0.0
O=[N+]([O-])c1ccc(COc2cccc(CNc3ccc(Br)cc3)c2)cc1	-5	-6	-4	-1	-4	-2	-1	-13	-0.2	-1.0
CC(C)(C)Nc1nc(-c2ccccn2)nc2ccccc12	-12	0	-20	0	2	-9	-1	-8	-2.9	-2.4
CCCCC1CC(/C(C)=N/NC(N)=O)OC1=O (stereo unspecified)	3	-1	-5	3	5	nt	2	4	-0.1	0.1
COc1ccc(NC(=O)N2CCc3ccccc3C2)cc1OC	-1	-6	-1	1	-3	0	0	-7	-1.5	-0.1
